Source: PubChem BioAssay
HT1080 cytotoxicity = cytotoxicity in HT1080 fibrosarcoma cells, cell-based, fluorescence readout (AID 620); HT1080 viability, fluorescence; higher % means a stronger effect; one-dose cytotoxicity, % at 10 µM; EC50 in µM for titrated hits; 0.42% of 87,000 active; in the data active = cytotoxicity above about 50%;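 also: cells exposed to compound overnight then 4 h with Alamar Blue; 0% = vehicle DMSO and 100% = killing control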
The depositor's hits bear a star. A portion of the library; count on the stated rates, not on these rows.

SMILES	HT1080 cytotoxicity
CCC(C)n1c(=N)c(C#N)cc2c(=O)n3ccccc3nc21 (stereo unspecified)	-12%
CC1=C(CC/C(C)=N/NC(N)=S)C(C)(C)CCC1	-5%
CC(=O)NCCn1c(SCc2ccccc2C)nc2ccccc2c1=O	-8%
CCOc1ccc2nc(NC(=O)CN3CCN(C)CC3)sc2c1	7%
Cc1nnc(SCC(=O)Nc2ccc3c(c2)OCCO3)n1N	-7%
Cc1ccc(-c2nnn(CC(=O)N3CCCc4ccccc43)n2)cc1	-20%
COC(=O)c1ccc(C(/C=C/[C@@H](C)C(=O)NCCN2CCCC2)NC(=O)OCc2ccccc2)cc1 (stereo partly specified)	-16%
O=C(CN1CCNCC1)Nc1ccc(Oc2ccccc2)cc1	-18%
CCOC(=O)C1=C(C)NC(=O)NC1c1ccc(OC(=O)c2ccco2)cc1 (stereo unspecified)	-11%
Clc1ccc(-c2nc3cnccn3c2NC2CCCC2)cc1	10%
CCCC(=O)N(CCN(C(=O)CCC)c1ccccc1)c1ccccc1	-10%
O=C1CCC(C(=O)OCc2c(Cl)cccc2Cl)N1 (stereo unspecified)	-5%
CC1C(c2ccccc2)C(C#N)(C#N)C2(C#N)C(=O)NC1(N)C2C (stereo unspecified)	-14%
Cc1ccc(-n2c(C)cc(/C=N/NC(=O)CC3(C)OCCO3)c2C)cc1	4%
COc1ccc(C2N=C(N)N=C(N)N2c2ccccc2OC)cc1OC (stereo unspecified)	2%
Cn1ncc([N+](=O)[O-])c1C(=O)Nc1nc2ccccc2n1CCN1CCCCC1	-2%
NC1=NS(=O)(=O)NC1c1ccc(Cl)cc1 (stereo unspecified)	-5%
Cc1ccc(-n2nc(C)cc2NC(=O)c2ccc(C)s2)cc1	-10%
CCOc1cc2[nH]c(=S)n(CCN3CCCCC3C)c(=O)c2cc1OCC (stereo unspecified)	-3%
N/C(=N\c1nc2ccccc2o1)NC(=O)c1ccccc1F	-13%
CCC(=O)N1CCc2cc(S(=O)(=O)NC(Cc3ccccc3)C(=O)NC3CCCCC3C)ccc21 (stereo unspecified)	-3%
CCN(CC)S(=O)(=O)c1ccc(N2CCN(S(=O)(=O)c3ccccc3C#N)CC2)nc1	-5%
Cn1c(C(=O)NCc2ccccc2)cc2oc3ccccc3c21	-10%
COc1ccc(NC(=O)C2CCN(C(=O)c3cccs3)CC2)c(OC)c1	4%
COC(=O)c1ccc(Nc2nc(C)cc(C)n2)cc1	2%
O=C(O)c1cccc(CSc2nnc(-c3ccco3)o2)c1	-11%
Cc1ccccc1CNCc1cccnc1	0%
CC(C)OC(=O)COc1ccc(-c2ccccc2)cc1	0%
CCOCCCNC(=O)c1c[nH]c2ccc(C)cc2c1=O	2%
COc1cc(-c2[nH]nc3c2C(c2ccoc2)C(C#N)=C(N)O3)cc(OC)c1OC (stereo unspecified)	3%

A portion taken from the entries so far, as a working copy:
SMILES	HT1080 cytotoxicity
CCOCCCNC(=O)c1c[nH]c2ccc(C)cc2c1=O	2%
COc1cc(-c2[nH]nc3c2C(c2ccoc2)C(C#N)=C(N)O3)cc(OC)c1OC (stereo unspecified)	3%

Additional compounds follow:
SMILES	HT1080 cytotoxicity
CCOC(=O)c1cc(-c2ccc(C)cc2)n(CCC(=O)NC(C)CC)c1C (stereo unspecified)	15%
COc1ccc2c(c1)C(=O)N(c1ccc(C)cc1)C(=O)C2	0%
O=[N+]([O-])c1ccc(Cl)c(/C=N/N2CCN(Cc3ccccc3)CC2)c1	-14%
CCc1ccc(C(=O)CN(C#N)c2nc(C)cc(C)n2)cc1	-20%
CCN(C(=O)CSc1ncn[nH]1)C1CCCCC1	-11%
COC(=O)[C@@]1(Cc2ccc(F)cc2)[C@H]2c3cc(C(=O)N4CCCC4)n(CCO)c3C[C@H]2CN1C(=O)c1ccccc1	-22%
CCC/C=C(\CCC)C(NS(=O)(=O)c1ccc(C(F)(F)F)cc1)c1ccc(C(=O)OC)cc1 (stereo unspecified)	-18%
O=C(O)CN1CCCC1=Nc1ccccc1	-6%
CC(C)(C)NS(=O)(=O)c1ccc(CCC(=O)NCc2cccnc2)cc1	-13%
O=C(NCc1ccccc1)C1(c2ccccc2)CCN(S(=O)(=O)c2ccccc2)CC1	-2%
Nc1ccc(C(=O)Nc2ccc3nc(-c4cccnc4)[nH]c3c2)cc1	-4%
CC(C)(C)c1ccc(C(=O)Nn2c(CCC(=O)O)ccc2-c2cccs2)cc1	7%
O=C(CN1CCN(c2ccccn2)CC1)Nc1ccc(F)cc1	-15%
CCOC(=O)C1=C(C)N(CCCC(=O)O)C(=O)NC1c1ccccc1 (stereo unspecified)	4%
COc1ccccc1NC(=O)CN(C)S(=O)(=O)c1cc(C)ccc1OC	-13%
CCc1nnc(NC(=O)CSc2nc3cccnc3n2Cc2ccccc2)s1	-8%
O=C(C1CCCN(S(=O)(=O)Cc2ccccc2)C1)N1CCC(Cc2ccccc2)CC1 (stereo unspecified)	3%
CC(C)CCOc1ncnc2c1sc1nc3c(cc12)CSC(C)(C)C3	-5%
Cc1ccc(C(=O)Nc2ccc(S(=O)(=O)N3CCN(C)CC3)cc2)cc1	13%
COC(=O)c1cc(NC(=O)c2ccccc2)c(=O)oc1C/C=N\OCc1ccc(Cl)cc1Cl	0%
COc1ccc(NC(=O)c2ccc(Cc3ccc(C)cc3)o2)cc1	1%
O=C(O)CCn1[nH]c(=O)c2ccccc2c1=O	13%
CCC(CC)C(=O)Nc1ccc(Cl)c(Cl)c1	-10%
CCOC(=O)C1=C(C)NC(SCC(=O)O)=C(C#N)C1c1ccco1 (stereo unspecified)	-8%
CCCn1nnc(NC(=O)COc2ccc(CC)cc2)n1	12%
COC(=O)c1ccc(NC(=O)CCN2CCN(CCC(=O)Nc3ccc(C(=O)OC)cc3)CC2)cc1	-2%
CCOC(=O)c1cc2n(c1/N=C/N(C)C)-c1ccccc1C2=O	3%
Cc1ccc(C(=O)NCC(=O)N2CCN(c3ncccn3)CC2)s1	-13%
CCOC(=O)C1CCN(S(=O)(=O)c2ccc(C(C)=O)cc2)CC1	16%
CCC/C=C(\CCC)C(NC(=O)c1cccs1)c1ccc(C(F)(F)F)cc1 (stereo unspecified)	-6%
COc1ccc(CSc2nnc(Cc3sc(-c4ccccc4)nc3-c3ccccc3)o2)cc1	-3%
CN(C)c1nccc(N(Cc2ccccc2)Cc2ccccc2)c1C#N	-10%
COC(=O)c1cn(NC(=O)c2cccc(OC)c2)c(=O)c2ccccc12	4%
CN(C)c1ccc(C(=O)c2ccccc2)cc1	-17%
O=C(c1ccccc1)N1CCC(c2nc(-c3ccc(S(=O)(=O)NCC4CCCO4)cc3)no2)CC1 (stereo unspecified)	5%
Cc1ccc(N(CC(=O)NCc2ccccc2Cl)S(=O)(=O)c2cccs2)cc1	8%
CCN(CC)S(=O)(=O)c1cccc(C(=O)N[C@H](C(=O)O)C(C)C)c1	9%
Cc1nnc(C)n1/N=C/c1cccnc1	6%
CN1C(=O)SC(Nc2ccccc2)C1=O (stereo unspecified)	-6%
C=CCn1c(SCC(=O)NCc2ccc3c(c2)OCO3)nc2scc(-c3ccccc3)c2c1=O	2%
CS(=O)(=O)N(CCc1ccccc1)CC(=O)NCc1ccncc1	-6%
O=C(O)CCC(=O)Nc1ccc(Cc2ccc(NC(=O)CCC(=O)O)cc2)cc1	-4%
CC(=O)N1[C@H](C)C=C[C@]1(Cc1ccccc1)C(=O)O	-2%
CC(=O)C(=Nc1ccccc1Cl)NNc1ccc(Cl)cc1	13%
COc1ccccc1-n1c(SCC(=O)Nc2cccc3ccccc23)nc(O)cc1=O	-8%
Cc1ccc(-n2c(N)c(C(=O)NCc3cccnc3)sc2=S)cc1	7%
Cc1c(C=O)c(C=O)c(C)n1Cc1ccccc1	25%
COc1ccc(N(C(=O)c2ccccc2OC(C)=O)C(C)C2CC2)cc1 (stereo unspecified)	4%
COC(=O)c1ccc(NC(=O)CCS(=O)(=O)c2ccc(Br)s2)cc1	11%
COc1ccc2c(c1)CC/C(=C\C=C\c1ccccc1OC)C2=O	-15%
Continued.
SMILES	HT1080 cytotoxicity
CC(C)CC(=O)NCc1ccc(F)cc1	-5%
Cc1cc(-c2[nH]nc3c2C(c2cccc(O)c2)C(C#N)=C(N)O3)c(C)s1 (stereo unspecified)	-1%
CCCN(CCC)CCNS(=O)(=O)c1ccc2c(c1)CCN2C(=O)C1CCC1	-5%
CC(C)[C@H](NC(=O)Nc1ccccc1F)C(=O)O	-6%
COc1cc(-c2nc(-c3ccccc3)c(-c3cccs3)[nH]2)cc(OC)c1O	-6%
CCN(CC)S(=O)(=O)c1cccc(-c2nnc(SCC(=O)NC3CCCCCCC3)n2N)c1	-12%
Cc1nn(C(C)(C)C)c(OC(=O)c2cccs2)c1Sc1ccccc1	-1%
CCOC(=O)c1sc(NS(=O)(=O)c2ccccc2Cl)nc1C	-14%
Cc1cc(NCc2ccccn2)nc2ccccc12	7%
N#Cc1ccccc1NC(=O)Nc1ccc(Cl)cc1	4%
CC(=O)c1cnc2c(-c3ccccc3)c(C)nn2c1C	-6%
CCOC(=O)C(C)c1ccc2cc(OC)ccc2c1 (stereo unspecified)	-7%
CCOC(=O)C1=C(CSc2nc(CC)c(C)cc2C#N)OC(N)=C(C#N)C1c1ccccc1 (stereo unspecified)	-10%
CCOn1c(=O)c(C)[n+]([O-])c2ccccc21	-4%
COc1ccccc1NS(=O)(=O)c1cc(C)ccc1C	26%
CCOC(=O)/C(C(C)=O)=C1/OC(=O)c2ccccc21	7%
COC(=O)CC1SC(=O)NC1=Nc1ccc(OC)cc1 (stereo unspecified)	-17%
CC(Sc1nc2ccc(Br)cc2[nH]1)C(=O)O (stereo unspecified)	10%
CCOC(=O)COc1ccc(S(=O)(=O)c2ccc(OCC(=O)OCC)cc2)cc1	7%
O=C(Nc1ccc(Br)cc1)c1ccc(N2C(=O)C3CC=C(Cl)CC3C2=O)cc1 (stereo unspecified)	28%

2 compounds drawn at random from the list so far:
SMILES	HT1080 cytotoxicity
Cc1ccc(-n2c(N)c(C(=O)NCc3cccnc3)sc2=S)cc1	7%
COc1ccc2c(c1)C(=O)N(c1ccc(C)cc1)C(=O)C2	0%

Other records follow:
SMILES	HT1080 cytotoxicity
CC(SCc1ccccc1)C(=O)Nc1ccc2c(c1)OCO2 (stereo unspecified)	13%
C=CCc1cccc(/C=N/n2c(C)nnc2C)c1O	-7%
COC(=O)CCCNS(=O)(=O)c1ccc2ccccc2c1	1%
N=c1c(C(=O)NCc2ccco2)cc2c(=O)n3ccccc3nc2n1CC1CCCO1 (stereo unspecified)	9%
CC(C)NC(=O)Cc1ccc(Br)cc1	-5%
C=CCn1c(SCC(=O)O)nnc1-c1cccs1	-9%
N=c1c2c3c(sc2nc2n1CCCCC2)CCCC3	6%
CCN(c1ccccc1)S(=O)(=O)c1ccc(OC)c(OC)c1	16%
CC(=O)Nc1ccc2nc(C)n(Cc3ccc(Cl)cc3)c(=O)c2c1	6%
CCOC(=O)c1cnc(SC2CC(=O)N(c3ccccc3)C2=O)nc1N (stereo unspecified)	-18%

Look-ups from the list.
N=c1c2c3c(sc2nc2n1CCCCC2)CCCC3 in HT1080 cytotoxicity = 6%
C=CCn1c(SCC(=O)O)nnc1-c1cccs1 in HT1080 cytotoxicity = -9%
CC(C)NC(=O)Cc1ccc(Br)cc1 in HT1080 cytotoxicity = -5%
COC(=O)CCCNS(=O)(=O)c1ccc2ccccc2c1 in HT1080 cytotoxicity = 1%
C=CCc1cccc(/C=N/n2c(C)nnc2C)c1O in HT1080 cytotoxicity = -7%
CCOC(=O)c1cnc(SC2CC(=O)N(c3ccccc3)C2=O)nc1N (stereo unspecified) in HT1080 cytotoxicity = -18%
CCN(c1ccccc1)S(=O)(=O)c1ccc(OC)c(OC)c1 in HT1080 cytotoxicity = 16%

(cont.)
SMILES	HT1080 cytotoxicity
CCC/C=C(\CCC)C(NC(=O)CCc1ccccc1)c1ccc(C(F)(F)F)cc1 (stereo unspecified)	-25%
CN(C)c1ccc(/C=C2\SC(=S)N(Nc3ncc(C(F)(F)F)cc3Cl)C2=O)cc1	-15%
CCOC(=O)c1cc2c(C(F)(F)F)cc(-c3ccccc3)nc2o1	18%
COc1cc2c(cc1NC(=S)Nc1ccccc1C)oc1ccccc12	-6%
CCN(CC)Cc1c(O)c(Cl)cc2c(C)c(C)c(=O)oc12	9%
Cc1ccsc1/C=C/C1=Cc2c(sc(NC(=O)CSc3n[nH]c(N)n3)c2C#N)C(C)(C)C1	-4%
CC1=CC(C)(C)N(C(=O)CSc2nncn2C)c2ccccc21	-12%
Cc1cc(C(=O)NCc2cccs2)no1	-9%
CC(=O)Nc1cccc2c1C(=O)N(c1cccc(C)c1)C2=O	4%
CCCC(=O)Nc1ccc(S(=O)(=O)N2CCCC2)cc1	6%
CCOC(=O)c1ccc2c(c1)nc(COc1ccc3ccccc3c1)n2CC	-10%
CCOC(=O)C(C)n1cnc2c1c(=O)[nH]c(=O)n2C (stereo unspecified)	-7%
COc1ccc(C(=O)CSc2nnc(-c3cccs3)n2-c2ccccc2)cc1	-17%
CSc1nnc2c(n1)c(C)nn2-c1ccc(C)cc1	-5%
COc1ccc(N2C(=O)C(Cl)=C(N3CCCC(C)C3)C2=O)cc1 (stereo unspecified)	-2%
CCOC(=O)c1cnc(SCc2nc(N)nc(Nc3ccc(OC)cc3)n2)nc1N	-18%
CC12CC3(C)CC(C)(C1)CC(C(=O)NC1=NCCS1)(C2)C3	-8%
FC(F)(F)c1ccc(CN2C[C@@H]3C(c4ccc(Cl)nc4)C4(c5ccccc5)CC3(C4)[C@H]2c2ccccc2)cc1 (stereo partly specified)	1%
COc1ccc(-n2nnnc2SCC(=O)Nc2ccccc2)cc1	21%
Cc1ccc(C)c(OCC(=O)Nc2cccc(C(=O)O)c2)c1C	-13%

An excerpt of these results, bar-delimited:
Molecule | HT1080 cytotoxicity
COc1ccc(N(C(=O)c2ccccc2OC(C)=O)C(C)C2CC2)cc1 (stereo unspecified) | 4%
COC(=O)c1ccc(NC(=O)CCS(=O)(=O)c2ccc(Br)s2)cc1 | 11%

(list continues)
SMILES	HT1080 cytotoxicity
O=C1N(Nc2ccccc2)C(c2ccc(Br)cc2)C12CCCC2 (stereo unspecified)	0%
O=C(CN1CCOCC1)c1c[nH]c2ccccc12	-5%
Cc1ccc2nc(C(=O)O)c(C(=O)O)nc2c1	-7%
CC(C)(C)c1cccc(OCCCSc2ncccn2)c1	8%
CN(Cc1ccccc1)S(=O)(=O)c1ccc(NS(=O)(=O)Cc2ccccc2)cc1	-6%
CCCSc1nc(C)c(C(C)=O)cc1C#N	0%
Cc1csc(NC(=O)CSc2nnc(-c3ccc(Cl)cc3)n2N)n1	10%
